From PubChem
ZTA DNA inh – blocks Epstein-Barr virus ZTA, an EBNA-1 counter-screen | P03206 | ZTA-DNA binding, fluorescence polarization | inhibition, % at 11 µM | hit rate 0.15% among 320,000 | AID 2234; in the data active means inhibition above about 33%
MEX-5 binding – C. elegans MEX-5 TCR-2 RNA binding activity; Q9XUB2; MEX-5/FITC-TCR2 RNA binding, fluorescence polarization; hits give low values; activity score (negative = inhibition of binding), % at 10 µM; hit rate 0.38% among 300,000; AID 1832;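 active means inhibition past about -25% in most replicates, and total fluorescence under double the plate's negative control median, limit read from the data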;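 further: 0% = DMSO and -100% = 5 µM competing unlabeled TCR2 RNA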
MCL1-BIM inh – disrupts human MCL1 binding to BIM-BH3 peptide; Q07820; inhibition, % at 10.9 µM; AID 2057; hit rate 0.68% among 320,000; GST-MCL1 / FITC-Bim-BH3 fluorescence polarization;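 active means inhibition above the mean inhibition of all tested compounds plus 3 SD, set per campaign, cut at about 40% in these data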;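 further: 0% = DMSO wells and 100% = unlabeled Bim-BH3 peptide control; higher means more loss of mP so more displacement of Bim peptide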
Target sequence (Q07820 whole entry, looked up): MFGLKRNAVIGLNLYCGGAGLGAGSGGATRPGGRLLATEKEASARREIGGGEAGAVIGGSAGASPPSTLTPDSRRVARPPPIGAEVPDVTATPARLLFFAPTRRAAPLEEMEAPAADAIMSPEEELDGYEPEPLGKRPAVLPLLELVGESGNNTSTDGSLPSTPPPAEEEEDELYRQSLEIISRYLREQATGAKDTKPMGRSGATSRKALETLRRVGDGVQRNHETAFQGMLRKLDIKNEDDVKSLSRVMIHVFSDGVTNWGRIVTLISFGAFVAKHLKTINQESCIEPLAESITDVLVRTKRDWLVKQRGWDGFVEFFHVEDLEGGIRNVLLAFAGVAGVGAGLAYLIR
Efflux pump inh – blocks antifungal efflux pumps in multiplex yeast assay; S. cerevisiae Candida pump triplex, Nile Red efflux; inhibition, % at 10 µM; hit rate 0.44% among 330,000;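 active means plate passing quality check with inhibition over a set limit, or well fluorescence over plate mean plus 4 SD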;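 further: Nile Red retained in pooled yeast measured as flow cytometry median fluorescence; 0% = buffer negative control and 100% = Enniatin B positive control; higher means more Nile Red kept so more efflux inhibition; some compounds called inactive have numbers as strong as hits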
CR mimetic SO – yeast age-related superoxide inhibition as caloric restriction mimetic. hit rate 0.18% among 330,000. superoxide response (% of plate mean), % at 10 µM. S. cerevisiae aged cells, superoxide DHE fluorescence; hits give low values;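 active means superoxide response under a set limit, about three screen SD below normal, cut at about 65% in these data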;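 further: yeast aged for seven days with compound at 30 °C before DHE staining; 100% = average MFI of all compound-treated wells on the plate with controls excluded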
EBNA-1 inh – blocks EBNA-1 binding to DNA; EBNA-1 DNA binding, fluorescence polarization; hit rate 0.34% among 300,000; inhibition, % at 14.8 µM; in the data active means inhibition above about 28%
Bcl-xL primary – Bcl-xL (human) inhibition; GST-Bcl-xL / FITC-Bim BH3 peptide fluorescence polarization; inhibition, % at 10.9 µM; Q07817; AID 2129; hit rate 0.7% among 320,000;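 active means inhibition above the mean of all tested compounds plus 3 SD, cutoff set per campaign, cut at about 30% in these data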;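 further: 0% = DMSO wells and 100% = unlabeled Bim-BH3 peptide competitor; inhibitors lower millipolarization by displacing the labeled peptide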
GLD-1 RNA inh – GLD-1-TGE RNA interaction inhibition (C. elegans); Q17339; purified GLD-1 + fluorescein TGE RNA, fluorescence polarization; inhibition, % at 5.96 µM; hit rate 0.44% among 320,000; AID 2280;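 active means percent inhibition above a per-plate cutoff, the plate mean of test compounds plus 3 SD, cut at about 30% in these data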;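 further: 0% = DMSO wells with GLD-1 and probe and 100% = wells lacking GLD-1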
Target sequence (Q17339 whole entry, looked up): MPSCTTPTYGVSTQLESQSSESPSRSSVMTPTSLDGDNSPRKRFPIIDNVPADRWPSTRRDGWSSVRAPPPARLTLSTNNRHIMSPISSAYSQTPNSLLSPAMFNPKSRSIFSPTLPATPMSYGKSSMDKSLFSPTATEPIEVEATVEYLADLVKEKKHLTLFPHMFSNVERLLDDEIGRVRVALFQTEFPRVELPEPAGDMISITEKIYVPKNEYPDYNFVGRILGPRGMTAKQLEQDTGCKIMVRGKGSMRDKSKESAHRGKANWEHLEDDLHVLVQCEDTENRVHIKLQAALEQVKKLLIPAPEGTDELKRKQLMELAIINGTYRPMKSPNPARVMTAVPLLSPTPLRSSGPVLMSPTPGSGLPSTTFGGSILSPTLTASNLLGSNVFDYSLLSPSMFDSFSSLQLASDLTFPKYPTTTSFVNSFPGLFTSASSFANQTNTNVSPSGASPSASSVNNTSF
Fam108B inh – blocks mouse Fam108B hydrolase in RBBP9 counter-screen. inhibition, % at 9.51 µM. AID 1947. hit rate 0.33% among 300,000. recombinant Fam108B, FP-Rh probe fluorescence polarization;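 active means inhibition above the screen mean inhibition plus 3 SD, computed separately per campaign, cut at about 18% in these data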;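 further: inhibitors lower polarization as less probe binds the enzyme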
The depositor's hits bear a star; x = no result given. Rows are unselected; overall some 2.3% were active at least once.

Order of values: MEX-5 binding	ZTA DNA inh	CR mimetic SO	GLD-1 RNA inh	Efflux pump inh	EBNA-1 inh	MCL1-BIM inh	Fam108B inh	Bcl-xL primary
> O=C(Nc1ccccc1N1CCOCC1)C1CCN(S(=O)(=O)c2ccccc2F)CC1
→ -1.3	-34	106	-7	0.1	-5	0	6	5
> O=C(CN1C(=O)C2CCCCC2C1=O)OCc1nnc(-c2ccccc2)o1 (stereo not given)
→ -1.8	15	95	3	0.0	4	-4	1	1
> COc1cccc2c(=O)c3cccc(N)c3[nH]c12
→ -4.5	-12	103	13	0.1	-2	87*	12	63*
> O=C(Cn1c(C(F)(F)F)nc2ccccc21)NCCCN1CCOCC1
→ -3.3	5	87	4	0.0	8	6	0	9
> Cc1nn(S(=O)(=O)c2ccc(F)cc2)c(C)c1S(=O)(=O)N1CCCCC1
→ 2.7	5	123	-1	-0.2	0	15	-3	10
> CCN(CC)S(=O)(=O)c1cc(NC(=O)CCNC(=O)c2ccccc2Cl)ccc1C
→ -0.9	6	103	3	-0.1	11	2	2	3
> CN(Cc1cnccn1)C(=O)C1CCC(=O)N(CCc2ccccc2)C1 (stereo not given)
→ -0.9	-8	104	-4	0.7	2	3	3	1
> COc1ccc(N(CC(=O)NN=C2CCCC2)S(=O)(=O)c2ccccc2)cc1Cl
→ 0.1	14	99	7	0.0	10	-1	-2	-1
> CCCC(C)C(=O)Nc1nc(C)c(-c2csc(Nc3ccc(Cl)cc3)n2)s1 (stereo not given)
→ -1.1	-1	104	-2	0.0	-4	-10	11	-6
> Cc1nc2ccccc2c(=O)n1/N=C/c1ccc(O)c(O)c1O
→ -52*	7	92	7	-0.2	3	69*	9	22
> O=C(Nc1ccccn1)c1ccc(NC(=O)c2ccco2)cc1
→ 0.4	25	87	10	-0.2	5	1	3	8
> Cc1ccc(Cl)c(OCC(=O)Nc2sc(C)c(C)c2C#N)c1
→ -0.5	4	98	-8	-0.3	-5	1	-1	2
> CC(C)c1ccc(NC(=O)CNS(=O)(=O)c2ccc(F)cc2)cc1
→ -0.9	-2	85	2	0.0	-5	2	-2	2
> O=C(NC1CCN(Cc2ccccc2)CC1)c1cc(-c2ccccn2)nc2ccccc12
→ -0.2	29	104	-1	-0.1	5	9	-1	11
> COc1ccc(/C=C2\SC(N3CCCCC3)=NC2=O)cc1OC
→ 3.3	-5	99	-2	-0.1	3	-8	2	0
> O=C(Nn1cnnc1)c1ccc(Cl)cc1
→ -2.7	-8	95	-5	0.3	-2	-4	0	1
> COCCNC(=O)c1ccccc1NC(=O)c1cccc([N+](=O)[O-])c1C
→ 4.2	-13	96	6	-0.2	-1	0	-2	1
> Cc1ccc(C)c(-n2nnnc2SCC(=O)c2ccc3c(c2)NC(=O)CO3)c1
→ -1.1	7	113	-6	0.3	-4	-11	-17	-5
> CC1(C)Cc2c(C#N)c(N)sc(=S)c2CO1
→ 0.9	7	114	31*	0.3	9	43*	3	40*
> COc1ccc(S(=O)(=O)N2c3ccccc3NC(=O)CC2C)cc1 (stereo not given)
→ 0.3	-7	96	0	-0.1	6	13	0	1
> Cc1nn(C(C)(C)C)c(NC(=O)c2ccc(Cl)cc2Cl)c1Br
→ 1.2	-4	94	1	0.3	11	1	2	2
> CC(SC1CCCC1)C(=O)Nc1ccnn1C(C)C (stereo not given)
→ 0.3	-4	99	2	0.0	0	5	1	6
> CCCNC(=O)Cn1c(=O)n(CC(=O)N2CCCCC2)c(=O)c2sccc21
→ 0.6	0	101	2	0.0	-2	1	0	1
> COc1ccnc(Oc2ccc3ccccc3c2)c1C#N
→ 0.5	-18	106	7	-0.1	3	3	-4	4
> CCn1c(SCC(=O)Nc2ncc(C(F)(F)F)cc2Cl)nnc1-c1cccc(C)c1
→ 0.4	4	103	-1	0.1	-4	-6	-11	-2
> O=C1CSc2nc3ccccc3n21
→ 4.7	14	90	-9	-0.3	3	-18	0	-26
> NC1(N)OC(CN2C(=O)c3ccccc3C2=O)CS1 (stereo not given)
→ 3.4	0	116	-10	0.2	2	-1	-1	1
> CC(CN1CCCC1)OC(=O)Cc1ccc(Cl)cc1 (stereo not given)
→ 1.5	-1	108	-7	-0.1	9	5	0	3
> Cc1ccn2cc(CNC(=O)c3ccc(Br)o3)nc2c1
→ 3.7	8	80	3	0.1	7	10	2	12
> Cc1cc(C)n(CC(=O)NNC(=O)C2CC(=O)N(Cc3ccccc3Cl)C2)n1 (stereo not given)
→ 2.5	5	110	6	0.1	-7	0	5	2

A draw from above in order of length of the SMILES, lowest first.
Order of values: MEX-5 binding	ZTA DNA inh	CR mimetic SO	GLD-1 RNA inh	Efflux pump inh	EBNA-1 inh	MCL1-BIM inh	Fam108B inh	Bcl-xL primary
> CCCC(C)C(=O)Nc1nc(C)c(-c2csc(Nc3ccc(Cl)cc3)n2)s1 (stereo not given)
→ -1.1	-1	104	-2	0.0	-4	-10	11	-6
> COc1ccc(N(CC(=O)NN=C2CCCC2)S(=O)(=O)c2ccccc2)cc1Cl
→ 0.1	14	99	7	0.0	10	-1	-2	-1
> CCN(CC)S(=O)(=O)c1cc(NC(=O)CCNC(=O)c2ccccc2Cl)ccc1C
→ -0.9	6	103	3	-0.1	11	2	2	3

(more compounds)
Order of values: MEX-5 binding	ZTA DNA inh	CR mimetic SO	GLD-1 RNA inh	Efflux pump inh	EBNA-1 inh	MCL1-BIM inh	Fam108B inh	Bcl-xL primary
> CCSc1nnc(NC(=O)C2Cc3ccccc3CN2C(=O)c2ccco2)s1 (stereo not given)
→ -2.8	4	107	10	0.0	-3	25	-6	15
> O=C(Nc1ccc(-c2nc3cccnc3s2)cc1)c1ccco1
→ 3.2	-1	107	-12	0.6	-7	-3	-10	-5
> CCc1ccc2[nH]c3nc(SCC(=O)NNC(=O)c4ccc(C(C)(C)C)cc4)nnc3c2c1
→ -0.4	-11	105	-5	0.1	-3	5	-18	-1
> CC1CCN(C(=O)Cn2c3ccc(F)cc3c3nc4n(c(=O)c32)CCCS4)CC1
→ -2.3	1	89	7	-0.2	7	2	3	4
> CN(C(=S)NC1=CCS(=O)(=O)C1)C1CCCCC1
→ -1.1	4	96	4	0.1	-8	6	-1	8
> COc1cccc(CN2CCNC(=O)C2CC(=O)NCCCC2CCCC2)c1OC (stereo not given)
→ -0.6	0	108	-3	-0.1	11	5	-1	5
> CC/C(=N\NC(=S)Nc1cc(C)ccc1C)c1ccc(OC(F)F)cc1
→ -0.1	-5	95	-2	-0.5	7	22	3	8
> O=C(Cc1cccs1)NNC(=O)C12CC3CC(CC(C3)C1)C2
→ 1.0	-11	99	-4	-0.1	5	-1	3	3
> Cc1ccc(/C(COc2ccccc2O)=N\O)cc1
→ 3.0	-6	90	-3	0.1	5	-2	-6	3
> COC(=O)COc1ccc(/C=C2\SC(=O)N(CC(=O)Nc3ccccc3F)C2=O)cc1
→ -0.5	6	103	-3	0.0	-5	1	-6	1
> O=C(CCN1C(=O)S/C(=C\C=C\c2ccccc2)C1=O)Nc1ccc(O)cc1
→ 0.7	27	105	4	-0.1	23	0	-1	-5
> O=C(N/N=C/c1ccccc1)c1ccc(OCc2ccccc2)cc1
→ -0.7	22	115	10	0.0	7	4	-2	3
> COc1ccc(N(C(=O)c2ccco2)S(=O)(=O)c2ccc(F)cc2)cc1
→ 2.9	-15	98	3	0.0	-19	3	4	0
> O=C1C(=O)N(CCCN2CCOCC2)C(c2ccc(F)cc2)/C1=C(\O)c1ccc2c(c1)OCCO2 (stereo not given)
→ -2.5	17	74	-2	-0.1	3	3	6	3
> Cc1ccccc1CNC(=O)Nc1cccs1
→ x	-1	98	1	0.1	-1	17	3	9
> CN1C(=O)N(C)C2(C)CC1(C)N(C)C(=O)N2C
→ -1.1	0	102	-1	0.3	-8	-7	3	-5
> Cc1ccc(Cl)cc1-n1c(=O)cc(N2CC(C)OC(C)C2)[nH]c1=O (stereo not given)
→ -0.8	-12	85	0	-0.1	8	-5	2	-7
> CCN(CC)C(=O)COCc1cc(-c2ccc3c(c2)OCO3)on1
→ -2.9	-1	97	-3	0.1	-16	7	-2	7
> COC(=O)NNC(=O)C1CCC(C)CC1 (stereo not given)
→ -0.7	-10	94	5	0.2	2	10	-1	7
> COc1cc(OC)cc(C(=O)NNC(=S)Nc2ccccc2OC)c1
→ -0.4	2	101	1	-0.1	5	-3	4	2
> CCOC(=O)c1c(N)c2cc([N+](=O)[O-])cnc2n1C
→ 3.1	4	108	-8	0.0	3	-10	3	-3
> CCOC(=O)Cn1ncc2c3ccccc3n(CC(=O)OCC)c2c1=O
→ 0.8	3	108	1	0.0	-20	1	4	6
> CCOc1ccc(Cl)cc1S(=O)(=O)N1CCCC1
→ 0.7	0	101	0	-0.1	0	2	-1	4
> O=C(Cn1nc(C(=O)O)c2ccccc2c1=O)Nc1ccc2c(c1)OCO2
→ 1.0	-3	93	5	0.0	4	-5	-2	2
> COc1ccccc1Oc1cn[nH]c1-c1ccc(O)cc1O
→ -18	6	107	6	-0.1	14	6	1	3
> O=C(/C=C/c1ccc(Br)cc1)c1ccc(NC2=NCCCS2)cc1
→ 0.8	-5	77	6	-0.1	5	5	-4	4
> Cn1nc(C(=O)NNC(=O)c2ccc(Cl)c(S(N)(=O)=O)c2)c2ccccc2c1=O
→ x	-13	75	11	0.0	x	8	x	7
> C=C(C)CN(CC)c1nc(N)c(C#N)c(CC#N)c1C#N
→ 2.5	-10	111	-2	0.0	3	4	1	7
> COc1ccc(CN(C(=O)c2ccco2)C2CC(C)N(C)CC2C)cc1 (stereo not given)
→ -3.5	-2	92	0	-0.2	-2	1	-1	1
> Cc1cccc(S(=O)(=O)N2CN(Cc3ccco3)c3nc4ccccc4nc32)c1
→ -3.2	4	92	19	0.2	-8	24	-2	25

Additional records.
Order of values: MEX-5 binding	ZTA DNA inh	CR mimetic SO	GLD-1 RNA inh	Efflux pump inh	EBNA-1 inh	MCL1-BIM inh	Fam108B inh	Bcl-xL primary
> O=C(c1ccc2c(=O)n3c(nc2c1)CCCCC3)N1CCc2ccccc21
→ -1.6	11	112	1	-0.2	-2	-7	-3	-5
> Fc1cccc(F)c1-n1c(CN2CCCC2)csc1=S
→ 4.2	2	95	-3	0.1	5	17	-3	4
> CC(C)N(C(=O)COC(=O)c1ccc(O)cc1)C(C)C
→ 0.4	8	105	2	0.0	4	6	0	0
> COc1ccc(OC)c(S(=O)(=O)Nc2cc(Cl)cc(Cl)c2)c1
→ -1.2	-11	102	-1	-0.1	0	10	0	6
